BH1578 lux ind = quorum light induction in luxS cqsA deficient V. cholerae | V. cholerae BH1578 lux reporter, luminescence, 6 h | activation, % at 18.7 µM | actives 0.16% (n = 350,000) | AID 588436; in the data active means activation mostly above about 9.7%, no sharp cut-off; further: not every result past the cut was called active; inactives centre near 0; reference of the scale not given here
Rv3671c inh = inhibitors of M. tuberculosis serine protease Rv3671c | P9WHR9 | inhibition, % at 5.96 µM | actives 0.048% (n = 320,000) | AID 2606; in the data active means inhibition above about 38%;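 further: extracellular domain of Rv3671c used as enzyme; 0% = enzyme with DMSO and 100% = no enzyme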
MazF activator = activators of E. coli MazEF toxin-antitoxin RNase; AID 504720; actives 0.32% (n = 350,000); P0AE70; activation, % at 20 µM; FAM/BHQ RNA-DNA oligo cleavage fluorescence, 5 h; in the data active means activation above about 50%
Target sequence (P0AE70 whole entry, looked up): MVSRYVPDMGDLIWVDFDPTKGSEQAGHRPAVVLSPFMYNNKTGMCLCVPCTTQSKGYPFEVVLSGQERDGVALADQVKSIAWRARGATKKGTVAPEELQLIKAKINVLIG
Anthrax LF inh2 = blocks Bacillus anthracis lethal factor protease; actives 0.12% (n = 360,000); inhibition, % at 10 µM; P15917; multiplex microsphere protease cleavage assay, LF; in the data active means inhibition above about 30%; further: plate controls were buffer without enzyme for full effect and enzyme alone for no effect
Target sequence (P15917 whole entry, looked up): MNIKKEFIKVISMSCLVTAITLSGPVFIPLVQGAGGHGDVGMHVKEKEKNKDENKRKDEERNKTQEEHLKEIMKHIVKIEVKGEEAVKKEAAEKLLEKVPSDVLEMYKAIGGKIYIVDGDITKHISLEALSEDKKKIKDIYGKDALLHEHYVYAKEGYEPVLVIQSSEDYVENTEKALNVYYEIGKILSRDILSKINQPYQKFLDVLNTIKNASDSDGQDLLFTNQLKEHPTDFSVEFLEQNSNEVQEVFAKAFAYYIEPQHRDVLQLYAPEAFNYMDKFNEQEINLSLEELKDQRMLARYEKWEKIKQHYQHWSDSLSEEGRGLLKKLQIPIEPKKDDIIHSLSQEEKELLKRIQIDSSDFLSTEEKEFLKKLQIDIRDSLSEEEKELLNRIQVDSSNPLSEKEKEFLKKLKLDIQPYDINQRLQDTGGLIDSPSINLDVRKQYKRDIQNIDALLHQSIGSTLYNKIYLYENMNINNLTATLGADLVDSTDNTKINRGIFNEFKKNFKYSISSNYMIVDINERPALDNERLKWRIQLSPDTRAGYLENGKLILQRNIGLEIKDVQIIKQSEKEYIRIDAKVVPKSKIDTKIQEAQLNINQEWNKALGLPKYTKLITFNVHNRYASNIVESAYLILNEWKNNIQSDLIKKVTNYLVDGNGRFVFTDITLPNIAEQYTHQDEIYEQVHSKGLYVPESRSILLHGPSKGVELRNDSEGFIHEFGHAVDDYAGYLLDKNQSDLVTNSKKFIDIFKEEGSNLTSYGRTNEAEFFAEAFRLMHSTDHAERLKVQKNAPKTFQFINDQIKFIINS
Yp Topo-I inh = blocks Yersinia pestis topoisomerase I activity; Y. pestis Topo-I cleavage product accumulation, plate reader; activity, % at 10 µM; actives 0.064% (n = 360,000); AID 504884; in the data active means activity above about 50%, passing the limit was not always enough; further: inactives centre near 2
VHR inh abs = inhibitors of human VHR1 phosphatase (DUSP3); P51452; recombinant VHR phosphatase, pNPP absorbance; inhibition, % at 13.3 µM; actives 0.52% (n = 290,000); in the data active means inhibition above about 50%; further: some compounds called inactive have numbers as strong as hits
SSB-PriA inh = K. pneumoniae PriA-SSBct interaction inhibition; AlphaScreen SSBct-PriA binding, biotinylated peptide; inhibition, % at 33 µM; actives 0.6% (n = 430,000); in the data active means inhibition mostly above about 37%, no sharp cut-off; inactive means mostly below about 20%;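 further: plate controls were negative control peptide for no effect and reference peptide for full effect; strong numbers were not always called active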
PfHsp40 rescue = compounds rescuing yeast from Plasmodium falciparum HSP40 toxicity. growth rescue, % at 12.5 µM. S. cerevisiae expressing PfHsp40, growth rescue, ATP luminescence. actives 0.68% (n = 340,000); in the data active means growth rescue above about 28%, passing the limit was not always enough;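 further: yeast W303a lacking pdr1 and pdr3 grown in galactose medium; growth measured after three days at 30 °C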
TcdB GH inh = inhibitors of Clostridioides difficile toxin B glycohydrolase; TcdB glycohydrolase enzymatic assay, plate reader; actives 0.24% (n = 350,000); P18177; inhibition, % at 9.99 µM; in the data active means inhibition above about 10%
SARS 3CLpro inh = SARS-CoV 3CLpro protease inhibition; P0C6X7; recombinant SARS-CoV 3CLpro, quenched FRET peptide cleavage; inhibition, % at 6 µM; actives 0.14% (n = 290,000); AID 1706; in the data active means inhibition above about 12%
* hit, by the source's call; i = inactive; / = not tested or not shown; & = joins results of further samples. Only part of the results is shown. The share of hits here may be higher or lower than overall.

nr	structure	TcdB GH inh	BH1578 lux ind	VHR inh abs	Yp Topo-I inh	Anthrax LF inh2	PfHsp40 rescue	MazF activator	Rv3671c inh	SSB-PriA inh	SARS 3CLpro inh
1	COc1ccc(C(CNC(=O)C(C)(C)Oc2ccc(Cl)cc2)N2CCOCC2)cc1 (stereo not drawn)	-0.8	0.5	/	29	/	-0.7	6	/	-2	/
2	COCCNC(=O)Cn1nc(-c2ccccc2C)ccc1=O	-0.3	3.8	-16	2	4	0.9	6	1	-12	-1
3	CCN1CC2=C(OC(N)=C(C#N)C2c2cccs2)/C(=C/c2cccs2)C1 (stereo not drawn)	/	/	6	12	1	0.3	1	-8	10	-3
4	COc1ccc(CNC(=O)c2ccc(CS(=O)(=O)c3ccc(OC)cc3)o2)cc1	-0.3	-1.0	/	0	8	/	-3	/	/	/
5	CCOC(=O)C1=C(CCc2ccccc2)NC(=O)NC1c1cccc([N+](=O)[O-])c1 (stereo not drawn)	1.2	-1.2	13	-8	1	-1.3	7	-7	13	1
6	O=C(O)CCNC(=O)/C(=C\C=C\c1ccccc1)NC(=O)c1ccccc1	-0.6	1.9	21	7	-1	-0.2	2	11	-9	-5
7	COc1c[nH]n(-c2ccccc2)c(=O)c1=O	1.3	-0.4	/	2	0	-1.6	-3	4	-5	/
8	CC1CC1C(=O)OCC(=O)Nc1cccc(S(=O)(=O)NC2=NCCCCC2)c1 (stereo not drawn)	0.2	i	-14	-2	-2	0.4	2	12	-13	8
9	CCc1cc2c(C)ccc(C)c2nc1SCC(=O)Nc1c[nH]c(=O)[nH]c1=O	1.3	i	77	7	3	0.2	-7	-30	1	-3
10	CCOC(=O)N1CCN(C(=O)c2ccc3c(c2)NC(=O)/C(=C\c2ccc(OC)c(OC)c2)S3)CC1	3.7	-0.2	8	18	-1	0.5	21	5	2	12
11	CCCCCCc1nc2c(=O)[nH]c3ccccc3c2o1	/	-0.4	7	-3	7	-0.5	-21	3	-3	-2
12	Cc1cc([N+](=O)[O-])ccc1NCc1cccc2ccccc12	-0.3	i	/	-5	5	2.2	12	-21	20	4
13	COc1ccccc1N1CCN(C(=O)c2cc(-c3ccc4c(c3)OCO4)on2)CC1	-1.1	0.4	10	-7	-2	0.9	0	1	-13	-1
14	COC(=O)c1ccncc1C(=O)Nc1ccc(F)cc1	/	-0.4	21	6	-1	0.2	7	4	-9	1
15	O=C(NC(Cc1c[nH]c2ccccc12)C(=O)O)/C(=C/c1ccco1)NC(=O)c1ccccc1 (stereo not drawn)	-0.3	i	-12	7	-12	-1.9	-6	11	3	5

New compounds follow:
nr	structure	TcdB GH inh	BH1578 lux ind	VHR inh abs	Yp Topo-I inh	Anthrax LF inh2	PfHsp40 rescue	MazF activator	Rv3671c inh	SSB-PriA inh	SARS 3CLpro inh
16	CC1(C(=O)Nc2cnc3ccccc3c2)CCN1Cc1ccccc1OC(F)F (stereo not drawn)	1.3	-0.4	/	21	-8	/	/	/	/	/
17	Cc1ccccc1N=C(NO)c1nonc1N	1.2	1.6	29	3	-8	-0.1	-1	-2	-4	1
18	CC(=O)Nc1ccc(NC(=O)COC(=O)C2CCC(C(C)(C)C)CC2)cc1 (stereo not drawn)	3.3	-1.2	/	19	-3	0.9	-4	3	-2	/
19	CCN(CC)CCN1C(=O)C(=O)/C(=C(/O)c2ccc(S(=O)(=O)N3CCOCC3)cc2)C1c1ccc(Cl)cc1 (stereo not drawn)	-0.3	i	12	3	-1	0.9	-2	-2	/	-3
20	C[C@H](CO)N1C[C@H](C)[C@@H](CN(C)C(=O)Nc2ccc3c(c2)OCO3)Oc2ccc(NC(=O)CCC(F)(F)F)cc2C1=O	-0.3&-0.3	i	/	-12	-2	-1.6	8	2	-3	/
21	CC(C)(C)C(=O)c1sc(Nc2ccccc2)nc1N	3.1	i	-1	-15	2	3.0	6	9	40*	5
22	Nc1nc2nc(-c3ccc(Cl)cc3)cc(C(F)(F)F)n2n1	0.8	1.7	2	2	-1	-1.1	3	-3	-6	5
23	C[C@@H]1CN([C@@H](C)CO)C(=O)CCCn2nncc2CO[C@@H]1CN(C)C(=O)Cc1ccccc1	0.6&0.0&0.8	2.1	/	1	-6	/	2	/	/	/
24	Cn1c(CN2CCCCC2)nc2cc(NC(=O)c3ccccc3Cl)ccc21	1.6	-0.2	29	2	-2	-0.2	-9	-1	-8	-1
25	Cc1ccc(NC(=O)C2(C)CCN2C(=O)Cc2ccc(-c3ccccc3)cc2)cc1 (stereo not drawn)	-0.3	i	/	17	0	/	/	/	/	/
26	COC(=O)C1=COC(C)C2CN3CCC4(C(=O)Nc5ccccc54)C3CC12 (stereo not drawn)	1.6	-0.5	6	16	1	1.3	4	5	16	/
27	O=C(NCC1CCOCC1)c1ccc(-c2ccc(F)c(F)c2)c2ccoc12	0.8	-0.3	/	24	-2	/	/	/	/	/
28	CS(=O)(=O)Nc1ccc(C(=O)Nc2ccccc2C(=O)N2CCCC2)cc1	/	i	-14	8	-1	0.4	8	-7	-3	0
29	COc1ccc(C=NNc2nc3ccccc3s2)cc1	1.5	i	/	-25	-2	1.1	14	/	-11	/
30	CCN1CCN(S(=O)(=O)c2ccc(C(=O)Nc3sc4c(c3C(N)=O)CCN(CC)C4)cc2)CC1	-1.2	-3.4	6	4	-2	-0.6	-42	5	-6	-9

New compounds follow.
nr	structure	TcdB GH inh	BH1578 lux ind	VHR inh abs	Yp Topo-I inh	Anthrax LF inh2	PfHsp40 rescue	MazF activator	Rv3671c inh	SSB-PriA inh	SARS 3CLpro inh
31	CC(C)(C)C(=O)N1NC(=Nc2ccccc2)SC1(C)C	-0.9	-0.5	6	4	/	0.6	4	8	5	0
32	O=C(O)C1OC(C(=O)O)C(C(=O)O)C1C(=O)O (stereo not drawn)	2.1	i	/	8	2	-0.6	-5	/	-8	/
33	O=C(C/C=N\OCc1ccc(Cl)cc1Cl)Nc1ccccc1	1.4	i	20	-2	0	-0.5	-9	1	/	3
34	C=CCC[C@H](Cc1ccc(F)cc1)C(=O)O[C@H](CNC(=O)[C@@H](CC=C)CC(=O)N(CCO)Cc1ccccc1)c1ccccc1	1.4	1.4	/	29	-10	0.4	-10	-9	0	/
35	O=C(CCCOc1ccccc1)NCc1ccco1	/	/	18	16	4	-1.2	6	-3	-4	6
36	O=C(c1cc(=O)[nH]c2ccc(Br)cc12)N1CCC2(CC1)OCCO2	/	-0.1	13	-10	5	-1.4	-14	-3	-8	-3
37	COC1OC2COC(c3ccccc3)OC2C(=O)C1NC(=O)c1ccccc1 (stereo not drawn)	0.3	i	/	8	5	-1.7	5	/	-10	/
38	Cc1cccc(C)c1OCC(=O)NNC(=O)CCNC(=O)c1ccc(Br)cc1	1.5	-6.4	17	9	-2	1.0	-3	3	-10	-1
39	CCc1nc2ccc(C(=O)Nc3ccc(C(=O)N(C)C)cc3)cn2c1N(C)CCCc1ccccc1	1.4	-3.0	/	25	0	/	/	/	/	/
40	O=C(c1ccco1)N1CCN(C(=O)c2nn3cccnc3c2Cl)CC1	/	-2.7	33	-5	-1	0.9	-2	-1	-9	0
41	COc1ccc(OC)c(NC(=O)C2CCN(S(=O)(=O)c3c(C)noc3C)CC2)c1	/	11	-41	3	-2	-0.6	-10	5	8	-1
42	COc1ccccc1C(=O)Nc1sc(C(=O)N2CCCC2)c(C)c1C#N	0.7	i	17	9	-7	-1.0	4	-7	-2	2
43	O=S(=O)(c1c(Cl)sc(Cl)c1Br)N1CCCC1	1.1	0.6	2	6	4	19	-1	8	-15	-3
44	COc1ccc(C2CC(c3cccs3)=NN2S(=O)(=O)c2ccc(C)cc2)cc1 (stereo not drawn)	/	i	/	18	-1	10	1	1	1&13	3
45	Cc1cc(NC(=O)C(C)N2C(=O)c3ccccc3S2(=O)=O)no1 (stereo not drawn)	0.7	0.7	/	-7	0	-1.4	-3	-11	-11&11	/

Gathered by group, the compounds so far containing an aryl methoxy group.
nr	structure	TcdB GH inh	BH1578 lux ind	VHR inh abs	Yp Topo-I inh	Anthrax LF inh2	PfHsp40 rescue	MazF activator	Rv3671c inh	SSB-PriA inh	SARS 3CLpro inh
1	COc1ccc(C(CNC(=O)C(C)(C)Oc2ccc(Cl)cc2)N2CCOCC2)cc1 (stereo not drawn)	-0.8	0.5	/	29	/	-0.7	6	/	-2	/
4	COc1ccc(CNC(=O)c2ccc(CS(=O)(=O)c3ccc(OC)cc3)o2)cc1	-0.3	-1.0	/	0	8	/	-3	/	/	/
7	COc1c[nH]n(-c2ccccc2)c(=O)c1=O	1.3	-0.4	/	2	0	-1.6	-3	4	-5	/
10	CCOC(=O)N1CCN(C(=O)c2ccc3c(c2)NC(=O)/C(=C\c2ccc(OC)c(OC)c2)S3)CC1	3.7	-0.2	8	18	-1	0.5	21	5	2	12
13	COc1ccccc1N1CCN(C(=O)c2cc(-c3ccc4c(c3)OCO4)on2)CC1	-1.1	0.4	10	-7	-2	0.9	0	1	-13	-1
29	COc1ccc(C=NNc2nc3ccccc3s2)cc1	1.5	i	/	-25	-2	1.1	14	/	-11	/
41	COc1ccc(OC)c(NC(=O)C2CCN(S(=O)(=O)c3c(C)noc3C)CC2)c1	/	11	-41	3	-2	-0.6	-10	5	8	-1
42	COc1ccccc1C(=O)Nc1sc(C(=O)N2CCCC2)c(C)c1C#N	0.7	i	17	9	-7	-1.0	4	-7	-2	2
44	COc1ccc(C2CC(c3cccs3)=NN2S(=O)(=O)c2ccc(C)cc2)cc1 (stereo not drawn)	/	i	/	18	-1	10	1	1	1&13	3

Screens (PubChem BioAssay)
